Screens deposited in PubChem by several laboratories.
M5 PAM: positive allosteric modulators of human muscarinic M5 receptor; activation, % at 3 µM; P08912; CHO-K1 hM5, Fluo-8 calcium, ACh EC20 PAM; 0% = ACh EC20, 100% = ACh EC100; 0.3% of 360,000 active; AID 624038;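 active = activation above the run cutoff, the mean activation of all test compounds plus 3 SD, cut at about 18% in these data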
Target sequence (P08912 whole entry, looked up): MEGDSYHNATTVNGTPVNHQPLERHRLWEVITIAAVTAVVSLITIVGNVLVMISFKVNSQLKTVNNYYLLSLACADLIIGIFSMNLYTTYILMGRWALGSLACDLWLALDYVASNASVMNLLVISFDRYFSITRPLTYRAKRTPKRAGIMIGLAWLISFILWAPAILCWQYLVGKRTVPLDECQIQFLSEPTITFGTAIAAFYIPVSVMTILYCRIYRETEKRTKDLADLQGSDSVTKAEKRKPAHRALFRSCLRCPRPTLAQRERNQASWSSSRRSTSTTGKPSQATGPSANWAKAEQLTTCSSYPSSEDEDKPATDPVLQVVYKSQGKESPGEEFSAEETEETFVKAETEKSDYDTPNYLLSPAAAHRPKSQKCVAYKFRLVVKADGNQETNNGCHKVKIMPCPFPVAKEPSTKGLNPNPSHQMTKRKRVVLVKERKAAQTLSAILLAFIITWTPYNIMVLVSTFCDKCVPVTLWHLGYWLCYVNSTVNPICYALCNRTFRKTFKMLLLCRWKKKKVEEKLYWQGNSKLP
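Assay system: CHO-K1 hM5 cells. Also added: acetylcholine at EC20 concentration, added after compound. Dosing: 3 µM, single dose. Times: compound preincubation 140 s before EC20 acetylcholine addition. Signal: Fluo-8 calcium fluorescence. Measure: % activation relative to EC20 and EC100 ACh responses. Repeats: singlicate, one well per test compound.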
M4 PAM: positive allosteric modulators of human muscarinic M4 receptor; P08173; CHO-K1 hM4/Gqi5, Fluo-8 calcium fluorescence, ACh EC20; 0% = ACh EC20, 100% = maximal ACh; activation, % at 3 µM; 0.4% of 360,000 active; AID 624126;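 active = activation above its plate's cutoff, the mean activation of sample wells plus 3 SD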; note: some results filed as inactive read as strong as hits
M1 antag: blocks human M1 muscarinic receptor | AID 588852 | inhibition, % at 3 µM | P11229 | CHO-K1 hM1, Fluo-8 calcium fluorescence, ACh EC80 antagonist | 1.3% of 360,000 active;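 active = percent inhibition above its own plate's cutoff, namely the mean of that plate's compound wells plus 3 SD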;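 note: peak over basal fluorescence ratio during 140 s after agonist addition; 0% = ACh EC80 plus DMSO and 100% = DMSO alone without agonist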
Target sequence (P11229 whole entry, looked up): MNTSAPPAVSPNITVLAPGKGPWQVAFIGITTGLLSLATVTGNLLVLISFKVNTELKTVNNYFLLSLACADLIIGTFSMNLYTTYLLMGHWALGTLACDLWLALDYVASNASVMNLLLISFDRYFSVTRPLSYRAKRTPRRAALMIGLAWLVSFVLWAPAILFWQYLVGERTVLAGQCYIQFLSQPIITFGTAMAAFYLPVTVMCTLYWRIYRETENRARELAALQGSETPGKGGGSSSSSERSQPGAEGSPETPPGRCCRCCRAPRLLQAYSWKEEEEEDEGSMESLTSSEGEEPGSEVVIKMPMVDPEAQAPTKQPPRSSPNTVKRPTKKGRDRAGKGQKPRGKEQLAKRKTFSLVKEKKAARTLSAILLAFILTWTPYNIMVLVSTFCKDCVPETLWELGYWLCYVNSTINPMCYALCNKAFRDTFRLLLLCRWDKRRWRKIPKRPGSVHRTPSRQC
CHRM1 PAM: potentiates human M1 receptor response to acetylcholine; 0.088% of 360,000 active; activation, % at 3 µM; CHO-K1 hM1, Fluo-8 calcium fluorescence, ACh EC20; 0% = ACh EC20, 100% = maximal ACh; AID 588819; in the data active = activation above about 19%, passing the limit was not always enough
CHRM5 agonist: CHRM5 agonism in calcium assay. activation, % at 3 µM. CHO-K1 hM5 cells, Fluo-8 calcium fluorescence; 0% DMSO wells, 100% maximal acetylcholine response. 0.19% of 360,000 active. P08912;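 active = activation above the run's mean over test compounds plus 3 SD, cut at about 23% in these data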;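 note: signal is peak over basal fluorescence ratio across the kinetic read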
M4 antag: CHRM4 antagonism in calcium assay | CHO-hM4 cells, ACh EC80, Fluo-8 calcium fluorescence | inhibition, % at 3 µM | 0.73% of 360,000 active | AID 624125;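 active = inhibition above its plate's cutoff, the mean inhibition of sample wells plus 3 SD, cut at about 27% in these data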;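 note: 0% = acetylcholine EC80 with DMSO and 100% = DMSO without agonist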
M5 antag: blocks acetylcholine activation of human M5 receptor. CHO-hM5 cells, Fluo-8 calcium fluorescence, ACh EC80. 0.59% of 360,000 active. AID 624040. inhibition, % at 3 µM. P08912;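 active = inhibition above a per-plate cutoff, the mean of that plate's test compounds plus 3 SD, cut at about 27% in these data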;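 note: 0% = acetylcholine EC80 with DMSO and 100% = DMSO without agonist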
CRFR2-BP ag: agonists of human CRF-binding protein/CRF-R2 receptor complex | HEK293 CRF-R2/CRF-BP, calcium dye fluorescence (FLIPR); percent of saturating CRF peptide response | activation, % at 13.2 µM | 0.46% of 350,000 active | AID 588473;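 active = activation of at least 50%, plus an integration ratio under a set limit after plate pattern correction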;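 note: plate controls were neutral control wells without compound for no effect and CRF at EC100 for full effect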
CHRM4 agonist: agonists of human muscarinic M4 receptor (CHRM4); CHO-K1 hM4/Gqi5, Fluo-8 calcium fluorescence; vehicle 0%, full acetylcholine response 100%; activation, % at 3 µM; 0.14% of 360,000 active; AID 624127;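 active = activation above the run mean over all test wells plus 3 SD, cut at about 32% in these data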;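 note: peak over basal fluorescence ratio per well then scaled between controls; 0% = DMSO wells and 100% = acetylcholine at EC100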
Numbers without * were called inactive; x = not tested or not shown.

SMILES | M5 PAM | M4 PAM | M1 antag | CHRM1 PAM | CHRM5 agonist | M4 antag | M5 antag | CRFR2-BP ag | CHRM4 agonist
COC(=O)c1ccc(C(=O)N2CCCC(N3CCN(c4ccccc4)CC3)C2)nc1 (stereo unspecified) | 1 | 1 | -15 | 6 | -3 | 1 | -9 | 1.2 | 1
CCc1nnc(NC(=O)CN2CCN(Cc3ccc(F)cc3)CC2)s1 | 4 | -3 | -12 | 11 | 3 | -7 | 0 | -0.5 | 1
CC(C)C[C@@H]1CN=C(N)N1C[C@@H]1CCCN1C[C@@H](C(C)C)N1C[C@@H](Cc2ccccc2)N(CCCC2CCCC2)C1=N | -2 | -6 | -3 | -5 | -2 | -4 | 3 | -1.1 | -1
Cc1ccnc(NC(=O)CCNC(=O)c2ccc(Cl)cc2)c1 | -2 | 2 | -8 | 4 | -1 | -9 | -7 | -0.4 | 1
C=CCc1ccc(OCCCCOc2ccc(C(=O)O)cc2)c(OC)c1 | 2 | -3 | 1 | -5 | 1 | -7 | 4 | 2.8 | 12
Cc1ccc(NC(NC(=O)c2cccnc2)C(Cl)(Cl)Cl)cc1 (stereo unspecified) | 9 | 8 | 2 | 3 | 2 | -1 | -4 | 5.1 | 1
C[C@@H]1O[C@@H](OCCC(=O)O)[C@H](O)C[C@H]1O | 5 | 8 | -7 | 6 | 8 | 0 | -2 | -0.8 | 1
S=C(NC1CCCC1)NN1CCOCC1 | 2 | 12 | 2 | 4 | -3 | -7 | -1 | -0.1 | 1
O=C(NCC1CCCO1)c1nnc(Cc2ccc(F)cc2)o1 (stereo unspecified) | -4 | -4 | -2 | 1 | 2 | 5 | 6 | -2.6 | 0
O=C(NC1CCCC1)NS(=O)(=O)c1ccccc1Cl | 0 | 4 | -8 | 8 | 0 | 1 | 3 | 2.7 | 0
CCOC(=O)CNC(=O)Cn1cnc2c(cnn2-c2ccc(C)cc2)c1=O | 8 | 2 | -15 | 6 | 6 | -8 | -4 | -0.3 | 1
Cc1ccc(NCc2nnc(SCC(=O)O)n2-c2ccc(C)cc2)cc1 | 7 | 6 | 7 | 4 | -1 | 0 | 8 | -1.8 | 1
c1ccn(-c2ccc(-c3ccn[nH]3)cc2)c1 | 3 | 5 | -8 | 13 | -4 | -1 | -1 | -0.1 | 2
COc1cc(/C=C/C(=O)OCN2C(=O)c3ccccc3C2=O)ccc1OC(F)F | 3 | -1 | -1 | 1 | -4 | -3 | -14 | 0.7 | 0
Cc1ccc(N(CC2CO2)S(=O)(=O)c2ccc(C)cc2)cc1 (stereo unspecified) | 7 | 2 | -3 | 10 | -2 | -7 | -5 | 1.8 | 0
Cc1nc(SCC(=O)NCC2CCCO2)c2c3c(sc2n1)CCCC3 (stereo unspecified) | 1 | 6 | 0 | 2 | -5 | 0 | -4 | 0.3 | 2
COc1ccc(/C=C/C(=O)c2ccccc2)cc1COc1ccc(F)cc1 | -9 | -5 | -2 | 0 | -2 | -10 | 17 | 9.5 | 0
COc1ccc(S(=O)(=O)N2CCC(C(=O)NCC(c3cccs3)N(C)C)CC2)cc1 (stereo unspecified) | 3 | 2 | 14 | -18 | -6 | 3 | -1 | 0.1 | 1
Cn1ccsc1=NC(=O)c1cccc(OC(F)F)c1 | 1 | -6 | -7 | 5 | -6 | 1 | 6 | 0.1 | 1
Cc1ccc(N2CC(C(=O)Nc3cccnc3)CC2=O)cc1 (stereo unspecified) | 4 | 3 | 1 | 3 | 3 | 4 | -6 | 2.8 | 1
COc1ccc(N(CC(=O)NC2CCCC2)C(=O)Cn2nnc(-c3ccc(F)cc3)n2)cc1 | 2 | -13 | 12 | -3 | -3 | 8 | 4 | -0.9 | 2
c1ccc(-c2csc3ncn4cnnc4c23)cc1 | 0 | 6 | 9 | 0 | 2 | -3 | 0 | -2.5 | 1
O=C(Cc1ccccc1Cl)Nc1cccnc1 | 1 | -4 | -13 | 10 | -3 | 1 | 1 | 0.2 | 0
CC(=O)NC(Cc1ccccc1F)C(=O)NC1CCN(C(=O)Nc2ccc(C)cc2)CC1 (stereo unspecified) | 8 | 7 | -11 | 10 | -3 | -7 | 2 | -1.0 | 1

3 compounds drawn at random from those above, as already listed:
SMILES | M5 PAM | M4 PAM | M1 antag | CHRM1 PAM | CHRM5 agonist | M4 antag | M5 antag | CRFR2-BP ag | CHRM4 agonist
COc1ccc(S(=O)(=O)N2CCC(C(=O)NCC(c3cccs3)N(C)C)CC2)cc1 (stereo unspecified) | 3 | 2 | 14 | -18 | -6 | 3 | -1 | 0.1 | 1
Cn1ccsc1=NC(=O)c1cccc(OC(F)F)c1 | 1 | -6 | -7 | 5 | -6 | 1 | 6 | 0.1 | 1
COc1cc(/C=C/C(=O)OCN2C(=O)c3ccccc3C2=O)ccc1OC(F)F | 3 | -1 | -1 | 1 | -4 | -3 | -14 | 0.7 | 0

(further entries)
SMILES | M5 PAM | M4 PAM | M1 antag | CHRM1 PAM | CHRM5 agonist | M4 antag | M5 antag | CRFR2-BP ag | CHRM4 agonist
COC(=O)c1ccccc1N(C)S(=O)(=O)c1cc2c3c(c1)CCC(=O)N3CCC2 | -8 | -4 | -6 | 1 | -1 | 2 | 4 | -0.3 | 5
CC1(C)OC(=O)C2=C(C[C@@H](CCc3ccccc3)O[C@@H]2c2ccc(F)cc2)O1 | -10 | -7 | x | x | -2 | -8 | 2 | x | -2
CSc1nc(NCC(C)O)c2c3c(sc2n1)CN(C)CC3 (stereo unspecified) | 6 | 1 | -9 | 8 | -5 | -1 | 1 | 1.9 | 1
O=C(NCCC1=CCCCC1)C1CCCN(S(=O)(=O)c2cccnc2)C1 (stereo unspecified) | -12 | -3 | -9 | 4 | 1 | 4 | 6 | -1.5 | 2
O=C(NCCc1ccccc1)c1ccc(NC(=O)C2CCCCC2)cc1 | -5 | -7 | -5 | -1 | 0 | 13 | 14 | -2.6 | 0
Nc1c2c(nc3sc4c(c13)CCCC4)-c1ccccc1CC2 | 1 | -4 | 2 | -8 | -8 | 6 | 6 | -0.9 | 0
CCCCC[C@H](C)N1C[C@@H](COCc2ccccc2)Oc2cc(N3CCC[C@@H]3COC)ccc2S1(=O)=O | -2 | 2 | x | x | 3 | -4 | 12 | x | 0
Cc1[nH]c2c(Br)cccc2c1[C@H]1[C@@H](CC#N)C1(C)C | -2 | -5 | -13 | -7 | -4 | -1 | -7 | 0.4 | -1
COC(=O)[C@@]12C[C@@H](CC(=O)NCCCCc3ccccc3)C(=O)N(Cc3ccccc3)C1=CCC(C)(C)C2 | 4 | 10 | x | x | -1 | -2 | -6 | x | 4
COC1C(O)C(O)C(O)C(O)C1O (stereo unspecified) | 9 | 18 | -16 | 14 | 2 | -7 | 0 | -1.0 | 1
COc1cccc(C2C3=C(N=C4SCC(=O)N42)c2ccccc2CC3)c1OC (stereo unspecified) | 3 | 20 | -8 | 12 | -2 | -7 | -6 | -0.2 | -1
CCOc1ccc(Cc2noc3c2C(=O)CC(C)(C)C3)cc1OCC | 1 | -9 | -13 | 8 | -5 | -10 | -1 | -2.2 | 1
COc1cc2c(cc1OC)CN(C(=O)C(CCSC)NS(=O)(=O)c1ccc(C)cc1)CC2 (stereo unspecified) | 3 | 3 | -19 | 12 | -1 | -2 | -3 | 0.2 | 3
O=C(Nc1ccc(OC(=O)c2cccs2)cc1)c1ccco1 | 3 | 0 | 3 | 1 | 1 | -5 | 3 | 3.9 | 3
Cc1onc(-c2ccccc2Cl)c1C(=O)N1CCCCC1C(=O)O (stereo unspecified) | 0 | -1 | 15 | -11 | 3 | 14 | -3 | -0.5 | 0
CC(C)C[C@@H]1CN(CCCC[C@H]2CNC(=O)C(=O)N2CCC2CCCCC2)C(=O)C(=O)N1CCc1ccc(O)cc1 | 2 | 3 | x | x | -1 | 7 | 3 | x | 0
CCOc1ccc(C(=O)NCCc2ccc3c(c2)OCCO3)cc1 | -19 | -7 | 14 | -19 | 3 | 4 | 15 | -2.4 | 16
Cc1cc(C(=O)N/N=C\c2cc(C(C)(C)C)c(O)c(C(C)(C)C)c2)n[nH]1 | 2 | -1 | -14 | 15 | -3 | -4 | 4 | -0.1 | 4
O=C(CCCSc1nc2ccccc2s1)NCc1ccco1 | 7 | -5 | -13 | 6 | -6 | 8 | -15 | -0.9 | 1
CC(Sc1nnc(-c2ccncc2)n1C)C(=O)NCC(=O)Nc1ccc(F)c(F)c1F (stereo unspecified) | -12 | 3 | -9 | 5 | 0 | -18 | 7 | 7.5 | 0
COC(=O)c1ccccc1NC(=O)Cn1nnc(-c2ccc3c(c2)OCO3)n1 | -1 | 6 | -13 | 15 | -3 | 2 | 3 | 1.0 | 1
COc1cc(Br)cc(/C=N/c2ncn[nH]2)c1O | 2 | 6 | 0 | 7 | 0 | 7 | 2 | 4.4 | 1
Cc1sc(NC(=O)CSc2nc(N)cc(N)n2)c(C#N)c1C | -9 | 0 | -10 | 5 | 2 | 6 | 7 | -1.4 | 6
COc1ccc(NC(=O)c2ccc(-c3ccccc3Cl)o2)cc1 | 1 | 16 | -11 | 12 | 4 | 2 | 3 | -3.5 | 6
CC(C)NC(=O)COC(=O)/C=C/c1ccc(F)cc1 | -2 | -1 | -1 | 3 | 0 | -1 | 3 | -3.8 | 1
CC(C)Cc1nnc(NC(=O)CCC(=O)NC2CCCCCCC2)s1 | -4 | 2 | 5 | -1 | -3 | 10 | 18 | 0.0 | 0
C/C(=N/NC(=O)CNC(=O)c1ccco1)c1ccco1 | 7 | 5 | -14 | 10 | -3 | 4 | -8 | -1.0 | 2
CCC/C(=N\NC(=O)CNC(=O)/C=C/c1ccco1)c1ccccc1 | 3 | 14 | -12 | 13 | -3 | -1 | 1 | -2.7 | 0
COc1ccc(N2CCc3c(C)nc4c(OC)cc(OC)cc4c32)c(OC)c1 | -7 | 0 | 8 | -6 | -1 | 2 | 13 | -1.0 | 2
C/C(Cn1cnc([N+](=O)[O-])n1)=N\NC(=O)c1ccc(O)cc1O | 4 | 6 | -12 | 10 | -2 | -9 | -23 | -0.9 | 1
O=C(Nc1cccc(F)c1)c1c(O)c2ccccc2[nH]c1=O | -2 | -3 | -15 | 5 | 3 | 4 | 6 | 8.7 | 0
CCCCNC(=O)c1nc(C2CCN(S(=O)(=O)c3ccccc3C(F)(F)F)CC2)oc1-c1cccc(C(F)(F)F)c1 | 2 | 4 | -28 | 8 | 3 | -1 | -6 | x | 2
COc1cccc(-n2c([S-])c(C(=O)Nc3ccc(S(=O)(=O)N4CCOCC4)cc3)[n+]3cc(C(N)=O)ccc23)c1 | -1 | 0 | -8 | 2 | 2 | -7 | 4 | 2.2 | 0
Cc1cccc(C(C)C)c1NC(=O)COC(=O)c1cc2ccccc2oc1=O | -1 | 7 | -10 | 9 | 3 | -15 | -1 | -2.7 | 3
CC(=O)N1CCN(c2ccc(NCc3cccs3)cc2)CC1 | 2 | 6 | -30 | 0 | -3 | -3 | 5 | -1.3 | 2
COc1ccccc1-c1nnc(SC(C)C(=O)N2CCOCC2)o1 (stereo unspecified) | 7 | 4 | -6 | 8 | 2 | -2 | -4 | 1.2 | 1
C=CCN1C(=O)C(C)NC1=S (stereo unspecified) | 8 | 6 | -12 | 9 | -1 | 5 | 1 | -1.9 | 1
CCOC(=O)COc1ccccc1C(=O)c1cnn(-c2ccccc2)c1 | -2 | -6 | 3 | -1 | -6 | -5 | -4 | -0.7 | 7
